Bioassay records as filed in PubChem.
14-3-3 PPI: modulators of human 14-3-3 gamma - Raf peptide interaction. P61981. FP, 14-3-3gamma / TMR-pS259-Raf peptide binding. inhibition, % at 40 µM. hit rate 0.19% among 160,000. AID 422; in the data active = inhibition above about 30%;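 also: 0% = protein plus tracer without compound and 100% = blank with tracer alone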
Target sequence (P61981 whole entry, looked up): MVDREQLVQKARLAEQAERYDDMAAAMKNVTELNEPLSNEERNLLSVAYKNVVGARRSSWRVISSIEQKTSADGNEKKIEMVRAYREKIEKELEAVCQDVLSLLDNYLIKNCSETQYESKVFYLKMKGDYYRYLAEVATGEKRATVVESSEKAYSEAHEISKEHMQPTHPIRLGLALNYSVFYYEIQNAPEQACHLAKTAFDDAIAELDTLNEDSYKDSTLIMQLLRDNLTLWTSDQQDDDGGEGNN
* = called active by the depositor; & = joins results of further samples. The list is partial (hit frequency here may not be typical).

| 14-3-3 PPI | SMILES |
| --- | --- |
| -4.9 | CCN(c1ccccc1)S(=O)(=O)c1ccc2[nH]cc(C(=O)NCc3ccc(F)cc3)c(=O)c2c1 |
| 6.5 | Nc1c(C(=O)c2ccccc2)oc2ccccc12 |
| -3.4 | CC(=O)N=c1sc(C(C)(C)C)c(C)n1C |
| -4.7 | CC1CCN(CCNS(=O)(=O)c2cc(Br)cc3c2N(C(=O)C2CC2)CC3)CC1 |
| -6.5 | COc1cc(C2CC(=O)c3cnc(NC(=O)COc4ccccc4)nc3C2)cc(OC)c1OC (stereo unspecified) |
| -1.6 | CCCCNc1nc(C)nc2c1sc1nc3c(cc12)COC(C)(C)C3 |
| -3.7 | COC(=O)CSc1nnc2n(-c3ccc(OC)cc3)c(=O)c3c4c(sc3n12)COC(C(C)C)C4 (stereo unspecified) |
| 3.9 | COc1ccc(C2CC(=O)C3=C(C2)NC(C)=C(C(=O)Nc2ccc(C)cc2)C3c2ccc(C)c([N+](=O)[O-])c2)cc1OC (stereo unspecified) |
| -2.5 | COc1ccc(OC)c(S(=O)(=O)N2CCN(C)CC2)c1 |
| -11.7 | COc1ccc(C2C(C(=O)OC3CCCCC3)=C(C)Nc3ncnn32)c(OC)c1 (stereo unspecified) |
| -0.7 | CCN1CCN(C(=O)C2CC(c3ccc(F)cc3)=NO2)CC1 (stereo unspecified) |
| -13.5 | Cc1ccc(C)c(SCC(=O)Nc2nnc(-c3ccccc3)o2)c1 |
| -2.6 | Oc1ccccc1CN1CCN(Cc2ccccc2O)C1c1ccco1 |
| -1.6 | COc1ccc(CCN2C(=S)N(C)C(=O)C2CC(=O)Nc2ccccc2)cc1 (stereo unspecified) |
| 1.2 | Cc1ccc(N2C(=O)C3ON(c4ccccc4C)C(c4ccco4)C3C2=O)cc1 (stereo unspecified) |
| 7.3 | O=S(=O)(NC1CC2CCC1C2)c1ccc(Br)s1 (stereo unspecified) |
| -3.1 | CCCCn1c(=N)n(CC(=O)OCC)c2ccccc21 |
| 0.0 | Cc1ccc2c(c1)-c1c(ssc1=S)C(C)(C)N2C(=O)CSc1nncn1C |
| 0.7&-3.1 | O=C(NCc1ccco1)c1cnn2c1NC(c1ccc(Br)cc1)CC2C(F)(F)F (stereo unspecified) |
| 4.0 | Cn1c(=O)c2cc(S(=O)(=O)NC(C(=O)NCc3cccnc3)c3ccccc3)ccc2n(C)c1=O (stereo unspecified) |
| -5.3 | O=C(O)c1ccc(NS(=O)(=O)/C=C/c2ccccc2)cc1O |
| -9.1 | O=C(NC1CCCCCC1)c1cncc(Br)c1 |
| -9.4 | COc1ccc(-c2noc(-c3ccc(F)cc3)n2)cc1OC |
| -7.0 | C1CCC(OCCN2CCN(CCOC3CCCCC3)CC2)CC1 |
| -9.2 | Cc1cc(NC(=O)CCC2CCCC2)no1 |
| -5.2 | COC(=O)c1c[nH]n2c(NC3CCCCCC3)c(-c3ccc(F)cc3)nc12 |
| -18.0 | O=C(COc1ccccc1Cl)Nc1ccc2oc(-c3ccncc3)nc2c1 |
| -3.5&-5.3 | CCN1CCCC1CNC(=O)CSc1cc(=O)n(C)c2cc(Cl)ccc12 (stereo unspecified) |
| -1.0 | O=C(c1cccc2ccccc12)N1CCN(CC2CC=CCC2)CC1 (stereo unspecified) |
| -13.6 | CCCCCCNC(=O)c1c[nH]c2ccc(S(=O)(=O)N3CC(C)CC(C)C3)cc2c1=O (stereo unspecified) |
| 9.9 | COc1ccc(C2CC(c3cccs3)=NN2C(=O)CCC(=O)O)cc1 (stereo unspecified) |
| -0.1 | O=C1C(=O)N(CCCn2ccnc2)C(c2ccncc2)/C1=C(\O)c1ccc(F)cc1 (stereo unspecified) |
| -5.9 | CC(=O)Nc1ccc(S(=O)(=O)N2CCC(NC(=O)C(Cc3cccn3C)NC(C)=O)CC2)cc1 (stereo unspecified) |
| -4.4 | CCC(=O)Nc1sc(Cc2ccccc2)c(C)c1C(N)=O |
| -6.2 | CCn1nnnc1SCC(=O)Nc1ccc(OCc2ccccc2)cc1 |
| -4.7 | CCCOC(=O)C1=C(C)NC2=C(C(=O)CCC2)C1c1ccc(OCCC)c(OC)c1 (stereo unspecified) |
| -2.7 | Oc1ccccc1C1=Nc2nc3ccccc3n2C(c2ccccc2)C1 (stereo unspecified) |
| -11.7 | COc1ccc(C2=NN(C(=O)CCC(=O)O)C(c3ccc(C)cc3)C2)cc1 (stereo unspecified) |
| -14.2 | CCc1ccc(NC(=O)CCn2c(=O)oc3ccccc32)cc1 |
| 11.5 | COC(=O)C1=CN(C(C)C)C=C(C(=O)OC)C1c1ccccc1Br |
| 1.9 | CN1C(=O)c2ccccc2C(C(=O)Nc2ccc(Oc3ccccc3)cc2)C1c1cccs1 (stereo unspecified) |
| -11.4 | O=C(NCCc1c[nH]c2ccccc12)c1ccc(Cn2c(=S)[nH]c3ccc(Br)cc3c2=O)cc1 |
| -3.6 | O=C(O)COc1ccc(Cl)cc1CO |
| -6.8 | O=C(Nc1ccc(OC(F)(F)F)cc1)c1oc(=O)c2ccccc2c1-c1ccccc1 |
| -9.2 | CCC(=O)Nc1cccc(NC(=O)CSc2nnc(C(C)C)n2CC)c1 |
| 3.4 | O=C(c1cc2ccccn2n1)N1CCCC1 |
| -27.3 | CC(C(=O)Nc1ccccc1O)N1C(=O)C2C3C=CC(C3)C2C1=O (stereo unspecified) |
| -26.1 | O=C(Nc1ccc2c(c1)OCCO2)c1cc2cc3ccc(Cl)cc3nc2o1 |
| -3.5 | Cc1cccc(N2CCN(C(=O)Cn3nc(Cc4ccncc4)c4ccccc4c3=O)CC2)c1C |
| -4.1 | CC(=O)c1ccn(S(=O)(=O)c2ccccc2)c1 |
| 0.9 | Cc1nnc(Oc2ccccc2)c2ccccc12 |
| -12.9 | Cc1ccc(C)c(NC(=O)Cn2c3ccccc3c(=O)c3ccccc32)c1 |
| -7.8 | c1ccc(Cn2nnnc2C(c2ccncc2)N2CCOCC2)cc1 (stereo unspecified) |
| 6.2 | O=C(Nc1nnc(-c2ccc3c(c2)CCCC3)o1)C1CCCCC1 |
| -3.3 | COc1cccc(C(=O)c2c[nH]c3ccccc3c2=O)c1 |
| 0.5 | O=C(Cc1ccccc1)N(c1ccc(F)cc1)C1C=CS(=O)(=O)C1 (stereo unspecified) |
| -7.9 | CCN(CC)c1cc(C)c2cc([N+](=O)[O-])ccc2n1 |
| -1.5 | O=C(O)CC(NC(=O)OCc1ccccc1)c1ccccc1 (stereo unspecified) |
| -0.8 | CN(C)CCCNC(=O)c1ccc2c(c1)N(Cc1ccccc1)C(=O)CS2 |
| -17.8 | CCC(C(=O)Nc1sc2c(c1C#N)CCCCC2)N1C(=O)c2ccccc2C1=O (stereo unspecified) |

The results go on.
| 14-3-3 PPI | SMILES |
| --- | --- |
| 2.2 | Cn1c(=O)c2c(nc(NCCO)n2CCCc2ccccc2)n(C)c1=O |
| -2.5 | CC1=C(C#N)C(C(F)(F)F)(C(F)(F)F)N=C(c2ccco2)N1 |
| -4.9 | CCCCC(SCC(=O)Nc1ccccc1)C(=O)O (stereo unspecified) |
| 1.2 | CCn1cc(S(=O)(=O)CC(=O)Nc2cc(C(F)(F)F)ccc2Cl)c2ccccc21 |
| 1.2 | CCCCN(C)CCNC(=O)c1cn(C)c(=O)c2c1c1ccccc1n2C |
| 1.1 | O=C(Nc1ccccc1C(=O)O)c1ccc2ccccc2n1 |
| -3.1 | O=C1CC(c2ccc(Cl)cc2)CC2=C1C(c1ccsc1)Nc1ccccc1N2 (stereo unspecified) |
| -3.9 | COc1cc(S(=O)(=O)N(Cc2cccnc2)Cc2ccco2)ccc1-n1cnnn1 |
| -7.8 | COc1ccc(-c2cc(C(=O)Nc3cnn(Cc4ccccc4C)c3)no2)cc1 |
| -14.1 | COc1ccc(C2CC3(O)CC(C#N)(C(=O)N3)C2(C#N)C#N)cc1 (stereo unspecified) |
| 1.4 | CCN(CCCNC(=O)CCCCn1c(=O)[nH]c2ccccc2c1=O)c1ccccc1 |
| 4.4 | COc1ccccc1OCCOc1ccccc1/C=N/n1cnnc1 |
| -3.3 | COc1ccccc1Nc1ncnc2c1c(-c1ccccc1)cn2-c1ccccc1 |
| -8.0 | CN(C)c1ccc(C2/C(=C(\O)c3ccc(Cl)cc3)C(=O)C(=O)N2CCO)cc1 (stereo unspecified) |
| -4.4 | COc1ccccc1-n1c(CNC(=O)c2ccco2)nnc1SCC(=O)Nc1ccc(F)cc1 |
| -4.8 | Clc1ccccc1-c1nc(-c2ccccc2)n[nH]1 |
| -16.3 | CCOc1ccc(NC(=O)c2cc(SC)ccc2Cl)cc1 |
| 4.9 | COC(=O)C1=C(C)NC2=C(C(=O)CC(c3ccc(OC)c(OC)c3)C2)C1c1ccc([N+](=O)[O-])cc1 (stereo unspecified) |
| -2.9 | N#C/C(C(=O)N1CCCCC1)=C1\Nc2ccccc2S1 |
| -3.1 | Nc1nc(COc2ccc(F)cc2)nc(N2CCOCC2)n1 |
| -5.9&0.6 | COC(=O)c1ccc2c(=O)n(CCCN3CCCC3=O)c(=S)[nH]c2c1 |
| -2.3 | CCOCCOC(=O)COc1ccc2c(=O)c(-c3ccccc3Cl)coc2c1 |
| -1.3 | COCCNC(=O)CSc1nc(-c2ccc(OC)c(OC)c2)cc(C(F)(F)F)n1 |
| -5.3 | CCOC(=O)C1=C(N)N(c2ccccc2)C2=C(C(=O)CC(C)(C)C2)C1c1cccs1 (stereo unspecified) |
| 3.3 | O=C(CCCCCn1c(=O)[nH]c2ccsc2c1=O)NCc1ccco1 |
| -12.2 | Cc1ccc(-n2nc3cc(C)c(NC(=O)COc4ccc5ccccc5c4)cc3n2)cc1 |
| -10.1 | Cc1ccc(N2Cc3ccccc3C2)cc1 |
| -9.1 | COc1ccc(-c2cccc(C(=O)NCCOc3ccccc3Cl)c2)cc1 |
| -5.2 | CC(C)CC(NC(=O)C1CCCCC1)C(=O)N1CCN(c2ccc(F)cc2)CC1 (stereo unspecified) |
| 4.0 | CCOC(=O)c1ccc(N2CN(CC)CNC2=S)cc1 |
| -7.2 | Cc1c(NC(=O)c2ccc(OCc3ccccc3Cl)cc2)c(=O)n(-c2ccccc2)n1C |
| -4.9&0.5 | COc1ccc(-n2ccsc2=S)cc1 |
| -8.3 | O=C(Nc1ccccc1C(F)(F)F)c1cnn2c(C(F)(F)F)cc(-c3cccs3)nc12 |
| 4.2 | COc1ccc(OC)c(NC(=O)C2CCN(S(=O)(=O)c3ccccc3)CC2)c1 |
| -53.6 | Cc1ccc2nc(-c3ccc(NC(=O)c4ccc(I)cc4)cc3)oc2c1 |
| -3.5 | COc1ccc(N2C(=O)CCC(C(C)=O)=C2C)cc1 |
| -31.7 | O=C(Nc1sc2c(c1C(=O)O)CCCC2)c1cc2ccccc2o1 |
| -10.5 | C=CCn1c(SCc2cc3c(cc2Cl)OCO3)nnc1-c1cccnc1 |
| 1.9 | COc1ccccc1N1CCN(c2ncnc3c2oc2ccccc23)CC1 |
| -46.0 | CC(=O)c1sc2c(c1C)c(=O)n(-c1ccc(Cl)cc1)c(=O)n2Cc1cc(=O)n2cc(Cl)ccc2n1 |
| -1.3 | COc1ccc(NC(=O)c2coc(=O)c3ccccc23)cc1Cl |
| -3.2 | CCOC(=O)c1csc(NC(=O)c2cc(OC)c(OC)c(OC)c2)n1 |
| -8.0 | O=c1cc(O)nc(SCc2ccccc2)[nH]1 |
| -0.5 | COCCn1cc(C(=O)NCc2ccc(F)cc2)c2c3ccccc3n(C)c2c1=O |
| -3.4 | Cc1ccc(NC2c3ncccc3C(=O)N2C2CCCCC2)cc1C (stereo unspecified) |
| 3.0 | COc1ccc(NC2OC(C)C(O)C(O)C2O)c([N+](=O)[O-])c1 (stereo unspecified) |
| -3.7 | CCN(CC(=O)Nc1ccccc1C(=O)OC)S(=O)(=O)c1ccccc1 |
| -30.1 | O=C(CSc1c2c(nc3ccc(Cl)cc13)CCCC2)NCc1ccco1 |
| -15.9 | O=C(Nc1ccc2oc(-c3ccncc3)nc2c1)c1ccccc1Br |
| -2.3 | CCOc1cc(C2C(C(=O)OCc3ccccc3)=C(C)NC3=C2C(=O)CC(C)(C)C3)ccc1O (stereo unspecified) |
| 4.9 | CC(C(=O)N1CCOCC1)N1C(=O)C2C3CC(C(Br)C3Br)C2C1=O (stereo unspecified) |
| 0.0 | COc1ccc(C)cc1NC(=O)C1CCN(S(=O)(=O)c2ccc(F)cc2)CC1 |
| -7.7 | CCc1nc2ccc(C(=O)NC(C)CC)cc2nc1CC (stereo unspecified) |
| 6.0 | CC(=O)Nc1ccc(S(=O)(=O)N2CCN(C(=O)Cc3ccccc3)CC2)cc1 |
| -7.6 | Cc1ccc(-n2ncc3c2ncn2c(C)nnc32)cc1C |
| -3.7 | CC1=C(C(=O)N(C)Cc2ccccc2)C2(CCC(C)CC2)OC1=O (stereo unspecified) |
| -0.1 | CCC(=O)NCCc1cc2ccc(C)cc2[nH]c1=O |
| -48.1 | CCOc1ccc(S(=O)(=O)Nc2cc3c(C(=O)OCc4ccccc4)c(C)oc3c3ccccc23)cc1 |
| -10.3 | Cc1ccc(S(=O)(=O)Cc2ccc(C(=O)NCc3ccc4c(c3)OCO4)o2)cc1 |
| 3.2 | O=C(CN1C(=O)c2ccccc2C1=O)Nc1ccc(Cl)c(C(=O)c2ccccc2)c1 |

Going on with the list:
| 14-3-3 PPI | SMILES |
| --- | --- |
| 0.2 | O=S(=O)(NCc1cccnc1)c1ccc(Cl)c(Cl)c1Cl |
| -5.8 | O=[N+]([O-])c1cccc2nc(-c3ccccc3)c(-c3ccccc3)nc12 |
| 6.2 | Cc1cc2ncn(S(=O)(=O)c3ccc(S(=O)(=O)N4CCOCC4)cc3)c2cc1C |
| -3.4 | CCC(=O)N1CCc2cc(Br)cc(S(=O)(=O)N3CCN(c4ccccc4Cl)CC3)c21 |
| 0.4 | Nc1ccc(-c2nc3cc(N)ccc3n2CCO)cc1 |
| 1.4 | O=C1CSC(c2cn(-c3ccccc3)nc2-c2ccc(Br)cc2)N1Cc1ccccc1 (stereo unspecified) |
